SMN2 splice enh: qHTS Assay for Enhancers of SMN2 Splice Variant Expression; HEK293 SMN2-luciferase splicing reporter, luminescence, 30-36 h; Potency, µM (series often up to 46.1 µM), for the others: at the highest dose activity change, positive = activation, most hits filed as activators; actives 2.8% (n = 210,000); note: % of control where 0% means no effect; nearly all actives have a fitted effect of over 55% in size
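HEK293 cells carry an SMN2 […]–luciferase reporter in which exon 7 inclusion puts luciferase in frame. Cells were plated 10-12 h before compound addition, then incubated 30-36 h at 37C. ONE-Glo luminescence was read; sodium butyrate at 4.5 mM final served as control.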
GoLoco inh red: qHTS Assay for Inhibitors of RGS12 GoLoco Motif Activity (Red Fluorophore). Gai1:RGS12 GoLoco peptide FP, rhodamine, 10 min. Potency, µM (series often up to 61.6 µM), inactives show top-dose activity, negative = inhibition, most hits filed as inhibitors. actives 0.44% (n = 230,000); active = well fitted inhibition curve with a large enough effect, not every such curve was filed as active; inactive = no such curve, though single readings can be large or run the other way; note: % is set by controls: 0 for no effect and ±100 for the full control effect; nearly all actives have a fitted effect of over 30% in size; many of its hits are not listed in these tables
Target sequence (P63096 whole entry, looked up): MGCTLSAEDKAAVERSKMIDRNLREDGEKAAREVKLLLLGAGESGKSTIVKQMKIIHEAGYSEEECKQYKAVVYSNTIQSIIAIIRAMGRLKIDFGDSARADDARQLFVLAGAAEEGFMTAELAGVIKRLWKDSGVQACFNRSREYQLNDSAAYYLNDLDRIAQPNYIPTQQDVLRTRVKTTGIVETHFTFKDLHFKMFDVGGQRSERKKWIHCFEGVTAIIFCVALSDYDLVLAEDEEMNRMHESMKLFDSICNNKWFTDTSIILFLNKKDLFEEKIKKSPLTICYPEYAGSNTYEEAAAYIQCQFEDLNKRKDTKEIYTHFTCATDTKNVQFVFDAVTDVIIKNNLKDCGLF
aGlu spleen mod: qHTS Assay for Inhibitors and Activators of Human alpha-Glucosidase From Spleen Homogenate | human spleen homogenate, 4-MU-alpha-glucoside fluorescence | Potency, µM (titrated, usually from 79.9 µM), for the others: at the top dose activity change, negative = inhibition, usual class: inhibitors | actives 0.006% (n = 240,000);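 note: 0% = enzyme with vehicle and -100% = no enzyme basal signal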
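Enzyme source: human spleen homogenate, 1 ug/well. Buffer 50 mM citric acid/K phosphate pH 5.0, 0.01% Tween-20. 4-MU-alpha-glucoside 1 mM; 37 C x 40 min; NaOH/glycine stop; fluorescence.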
GLA spleen mod: qHTS Assay for Inhibitors and Activators of Human alpha-Galactosidase From Spleen Homogenate | human spleen homogenate, 4MU-alpha-Gal fluorescence, 40 min | Alpha-galactosidase A (Homo sapiens), P06280 | actives 0.008% (n = 240,000) | Potency, µM (top dose mostly 80 µM), for inactives: top-dose activity change, negative = inhibition, hits mostly inhibitors;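 note: 0% = enzyme with vehicle and -100% = no enzyme basal signal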
Target sequence (P06280 32-429 limits assumed): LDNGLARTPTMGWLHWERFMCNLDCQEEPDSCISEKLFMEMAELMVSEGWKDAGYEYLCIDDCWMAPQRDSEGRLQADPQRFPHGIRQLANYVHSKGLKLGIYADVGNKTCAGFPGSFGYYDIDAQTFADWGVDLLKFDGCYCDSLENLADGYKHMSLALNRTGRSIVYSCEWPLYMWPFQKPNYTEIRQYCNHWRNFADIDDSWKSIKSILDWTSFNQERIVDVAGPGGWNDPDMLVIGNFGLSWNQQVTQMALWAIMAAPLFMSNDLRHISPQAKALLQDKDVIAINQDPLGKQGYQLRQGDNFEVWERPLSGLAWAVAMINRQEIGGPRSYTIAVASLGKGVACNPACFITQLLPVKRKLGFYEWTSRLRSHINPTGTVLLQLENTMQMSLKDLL
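qHTS titration in buffer at pH 5.0. Alpha-galactosidase activity in spleen homogenate was measured via 4-methylumbelliferone release from 1 mM fluorogenic substrate after 40 min at 37C and a pH 10 stop. AC50 came from Hill fits of control-normalized data.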
ALDH1A1 inh: qHTS Assay for Inhibitors of Aldehyde Dehydrogenase 1 (ALDH1A1); Potency, µM (highest dose often 75.3 µM), without a hit: at the top dose activity, negative = inhibition, most hits filed as inhibitors; actives 7.3% (n = 220,000); Purified ALDH1A1, NADH fluorescence, propionaldehyde substrate; Aldehyde dehydrogenase 1A1 (Homo sapiens), P00352; active = well fitted inhibition curve with a large enough effect, not every such curve was filed as active; inconclusive = small, poorly fitted or top-dose-only effect, or another doubt; inactive = no such curve, though single readings can be large or run the other way;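 note: plate controls were no enzyme wells and a reference inhibitor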
GAA inhib: qHTS Assay for Inhibitors of Human alpha-Glucosidase as a Potential Chaperone Treatment of Pompe Disease | Lysosomal alpha-glucosidase (Homo sapiens), P10253 | purified human GAA, 4-MU-alpha-glucoside fluorescence | Potency, µM (titrated, usually from 76.9 µM), without a hit: at the highest dose activity change, negative = inhibition, actives largely listed as inhibitors | actives 0.005% (n = 200,000) | AID 1466, 2008;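 note: plate controls were uninhibited enzyme wells for no effect and no-enzyme background for full effect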
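Endpoint fluorogenic read: 20 min room-temperature reaction of 4 nM human alpha-glucosidase with 400 uM 4-methylumbelliferyl-alpha-D-pyranoside, pH 5.0, quenched with 1M NaOH/1M glycine pH 10. AC50 from Hill modeling.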
GAA glycogen mod: qHTS Assay for Inhibitors and Activators of Human alpha-Glucosidase Cleavage of Glycogen. Lysosomal alpha-glucosidase (Homo sapiens), P10253. recombinant GAA, glycogen substrate, Amplex Red glucose oxidase fluorescence. Potency, µM (titrated, usually from 76.4 µM), for the others: top-dose activity change, negative = inhibition, actives largely listed as inhibitors. actives 0.38% (n = 300,000);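 note: 0% = full enzyme reaction and -100% = no-enzyme basal signal; the screen sought inhibitors and activators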
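qHTS, 1536-well; enzyme 4 nM final; cpd up to 77 uM; substrate bovine liver glycogen 30 ug; 50 mM citrate/phosphate pH 5.0, 0.01% Tween-20; 37 C, 40 min; Amplex Red detection 45 min RT; Hill fit → AC50.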
JMJD2E inh: qHTS Assay for Inhibitors of Human Jumonji Domain Containing 2E (JMJD2E); Lysine-specific demethylase 4E (Homo sapiens), B2RXH2; JMJD2E catalytic domain, FDH-coupled NADH fluorescence (FDH is formaldehyde dehydrogenase); Potency, µM (top dose mostly 57.1 µM), without a hit: at the highest dose activity change, negative = inhibition, actives largely listed as inhibitors; actives 1.6% (n = 230,000); AID 2147, 2009; active = well fitted inhibition curve with a large enough effect, not every such curve was filed as active; inconclusive = small, poorly fitted or top-dose-only effect, or another doubt; inactive = no such curve, though single readings can be large or run the other way;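 note: 0% = wells with enzyme and -100% = buffer wells without enzyme; nearly all actives have a fitted effect of over 50% in size; many of its hits are not listed in these tables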
Active calls of the source: *; u = inconclusive; x = not tested or not shown; [ ] = remark or other dose. Unless noted, calls come from the whole dose curve; as a rule, active = well fitted curve in the direction sought with a large enough effect; inconclusive = small, poorly fitted or top-dose-only effect, or another doubt; inactive = no such curve, though single readings can be large; an effect the other way counts as inactive or inconclusive. Potency is the fitted concentration of half-maximal effect.

Below each SMILES – SMN2 splice enh, GoLoco inh red, aGlu spleen mod, GLA spleen mod, ALDH1A1 inh, GAA inhib, GAA glycogen mod, JMJD2E inh
c1ccc(CCNc2c3c(nc4ncnn24)CCC3)cc1
  -39%[inhibitor], 8%, -5%, 1%, 3.5µM*, 2%, 4%, 8%
Cc1nc(NC(=O)c2ccccc2)sc1-c1csc(NCCc2ccccc2)n1
  -17%, 20%, -8%, 1%, u, -10%, 17%, -11%
O=C(Nc1ccccc1C(=O)Nc1nncs1)c1ccccc1
  x, 2%, 0%, 5%, x, x, 0%, 8%
Cc1ccc(CN(CC(=O)NC2CCCC2)C(=O)CSc2nnc(COc3ccccc3)o2)cc1
  1%, 5%, -1%, 2%, u, -2%, 4%, 6%
CCOc1ccc(NC(=O)C2CC(=O)NC(N3CCc4ccccc43)=N2)cc1 (stereo not given)
  u, 3%, 16%, u, -10%, -13%, -10%, 4%
CN(C)c1ccc(C(=O)N2CCN(c3cc(C(F)(F)F)nc4ccccc34)CC2)cc1
  x, -1%, -2%, -1%, x, x, -5%, -6%
COc1cccc(C(=O)CSc2nnc(CNS(=O)(=O)c3ccc(C)cc3)n2C)c1
  2%, 4%, -5%, 5%, u, 10%, 1%, -3%
CC(Oc1cccc(Cl)c1)C(=O)Nc1ccncc1 (stereo not given)
  x, -3%, -3%, -9%, -2%, 3%, -7%, -44%
CCOc1cc(CN2CCN(C(=O)CC(C)C)CC2)ccc1OC
  -9%, 5%, -13%, -29%, -15%, 2%, -10%, u
O=c1c2sccc2nc(SCc2cc(=O)n3ccccc3n2)n1-c1ccc(Br)cc1
  -11%, -8%, 8%, 4%, -56%, -5%, -3%, u

More entries.
Below each SMILES – SMN2 splice enh, GoLoco inh red, aGlu spleen mod, GLA spleen mod, ALDH1A1 inh, GAA inhib, GAA glycogen mod, JMJD2E inh
O=c1cc(CO)oc(CN2CCN(Cc3ccccc3)CC2)c1O
  -2%, -2%, -1%, -5%, 16%, -3%, 19%, u
COc1cc(S(=O)(=O)NCc2ccccn2)c(OC)cc1Cl
  2%, 6%, 5%, 7%, -2%, 1%, 5%, 3%
Cc1ccc(S(=O)(=O)c2c(C)nn(C(C)(C)C)c2OC(=O)C(C)C)cc1
  14%, -1%, -6%, -6%, -10%, -11%, -1%, 3%
Cc1ccccc1Cn1cnc2c(NS(C)(=O)=O)c(C)c(C)cc21
  -13%, 2%, -3%, 4%, 0%, 5%, 0%, 7%
COc1ccc(C(=O)N2CCN(c3nnnn3-c3ccccc3)CC2)cc1OC
  -8%, -11%, 1%, 8%, 16µM*, 2%, -6%, -2%
CCOC(=O)c1cc(-c2ccccc2)n(CCC(=O)O)c1C
  -12%, 8%, -1%, 5%, 0%, -3%, 2%, 1%
COc1ccc(Nc2cc(C)nc(N3CCOCC3)n2)cc1
  -2%, 2%, -2%, 3%, 10%, 1%, 12%, 11%
C=CCOc1ccc(Cl)cc1CNCCCN1CCOCC1
  -17%, 4%, -9%, -13%, 8%, -1%, 1%, -5%
CC(C)(C)C(=O)NNC(=O)CCCOc1ccc(Cl)cc1Cl
  -13%, -10%, 0%, -3%, 7%, -15%, -8%, 8%
COC(=O)C(C)Sc1nc2c(c(=O)[nH]c(=O)n2C)n1CCCc1ccccc1 (stereo not given)
  0%, -16%, 3%, 0%, u, 10%, 8%, -2%

(further entries)
Below each SMILES – SMN2 splice enh, GoLoco inh red, aGlu spleen mod, GLA spleen mod, ALDH1A1 inh, GAA inhib, GAA glycogen mod, JMJD2E inh
COc1cc(-c2nnc(CSc3nnc4nc(C)cc(C)n34)o2)cc(OC)c1OC
  8%, 14%, -5%, -1%, u, 9%, 1%, u
COc1cccc(C(=O)C2CCCN(Cc3cccc(-n4cccn4)c3)C2)c1 (stereo not given)
  x, 9%, 3%, 0%, x, x, 5%, 2%
COc1cc(NC(=O)c2ccccc2-c2ccccc2)cc(OC)c1OC
  26%, -1%, -2%, -6%, -2%, 4%, 3%, 10%
Cc1ccccc1C(=O)NC(=S)Nc1ccc(S(=O)(=O)N(C)c2ccccc2)cc1
  -9%, -26%, -3%, 2%, 18µM*, -4%, -3%, 0%
COc1ccc(/C(N)=N/OC(=O)/C=C/c2ccccc2)cc1
  24%, 12%, 2%, 2%, u, 2%, 9%, u
COC(=O)c1sccc1NC(=O)CC1C(=O)NCCN1C(=O)Nc1ccc(C(F)(F)F)cc1 (stereo not given)
  x, 6%, -2%, -16%, x, x, 2%, -3%
CCC(=O)N1N=C(c2c(-c3ccccc3)c3cc(Cl)ccc3[nH]c2=O)CC1c1ccco1 (stereo not given)
  x, x, -2%, 2%, u, u, 13%, u
Cc1ccc2c(CSc3nnc(C4CC4)n3N)cc(=O)oc2c1C
  -3%, 5%, -2%, -8%, -15%, -10%, 0%, 0%
Nc1nc(-c2ccccn2)nc(N)c1Cc1c(F)cccc1Cl
  -42%[inhibitor], 2%, -1%, 5%, 2%, -3%, 4%, 15%
O=C(O)CCN1C(=O)CC(N2C(=O)/C(=C/c3ccc(Cl)cc3)SC2=S)C1=O (stereo not given)
  1%, 3%, -8%, -7%, -7%, -5%, 9%, -10%

The list goes on:
Below each SMILES – SMN2 splice enh, GoLoco inh red, aGlu spleen mod, GLA spleen mod, ALDH1A1 inh, GAA inhib, GAA glycogen mod, JMJD2E inh
Cc1ccc(C(=O)Nc2nncs2)cc1S(=O)(=O)N1CCOCC1
  u, 9%, 1%, 8%, u, 1%, -4%, -5%
O=C(CN1CCN(c2ccccc2Cl)CC1)NC1CCCc2ccccc21 (stereo not given)
  -4%, -3%, 4%, -13%, u, -2%, -9%, u
CCN(CC)c1ccc(C(=O)OCC(=O)N(C(C)C)C(C)C)cc1
  x, 1%, 6%, 4%, 1%, 1%, 2%, -1%
CNc1ccccc1C(=O)OCC(=O)c1ccccc1
  u, 4%, -11%[17.4 µM], 3%[17.5 µM], -2%[13.5 µM], 2%, -10%, -8%
CC(=O)c1cc(C#N)c(SCC(=O)C(C)(C)C)nc1C
  u, -3%, -8%, 3%, u, -6%, -1%, -2%
CCCCCCOC(=O)c1ccc(OC(=O)c2cccnc2)cc1
  14%, 5%, -4%, -7%, 6%, -3%, -7%, -6%
COc1ccc(C(=O)CN(Cc2ccccc2)C2=NCCS2)cc1
  x, x, 0%, 2%, -11%, 3%, -6%, 2%
CCOC(=O)Cc1csc(NC(=O)c2ccc(S(=O)(=O)N3CCCC3)cc2)n1
  -14%, 4%, 2%, 4%, 11µM*, -11%, 3%, -3%
O=C(COC(=O)c1cc(=O)[nH]c2ccccc12)NC(=O)NC1CCCCC1
  9%, 2%, 3%, -6%, u, -3%, 3%, u
O=C(Nc1ccc([N+](=O)[O-])cc1)c1cc2ccccc2nc1Cl
  x, 1%, 3%, 4%, x, x, 7%, -14%

Following part:
Below each SMILES – SMN2 splice enh, GoLoco inh red, aGlu spleen mod, GLA spleen mod, ALDH1A1 inh, GAA inhib, GAA glycogen mod, JMJD2E inh
Cc1nc2ccc(S(=O)(=O)N(C)CC(=O)N3CCc4ccccc4C3)cc2s1
  -14%, 5%, -9%, 3%, u, -5%, 4%, -4%
CCN(C(=O)CN1CCN(c2ccccc2F)CC1)c1c(N)n(Cc2ccccc2)c(=O)[nH]c1=O
  1%, 16%, 3%, 0%, -3%, -8%, -3%, 10%
O=C(Oc1ccc(Cl)c2cccnc12)N1CCCCC1
  8%, 7%, -6%, -6%, u, -4%, 7%, u
Clc1ccc(-c2nnnn2-c2ccc(Cl)c(Cl)c2)cc1Cl
  8%, -8%, -12%, -1%, u, -5%, 0%, -4%
CC(C)C(c1nnnn1Cc1ccc(F)cc1)N1CCN(Cc2ccc3c(c2)OCO3)CC1 (stereo not given)
  -19%, -1%, -6%, 4%, u, -1%, -5%, u
O=C(/C=C/c1cccs1)NCc1cccnc1
  -1%, 15%, -2%, 0%, -4%, -10%, 7%, 0%
CCOc1c(C)cc2[nH]c(CCC(=O)O)nc2c1C
  6%, 5%, 1%, -1%, 2%, 1%, 2%, 3%
C=CCn1nnc2sc3c(c2c1=O)CCC(C)C3 (stereo not given)
  -4%, 8%, 3%, 6%, 18µM*, -12%, 2%, 5%
O=C(COc1ccc(S(=O)(=O)N2CCc3ccccc32)cc1Cl)NCc1ccccn1
  0%, 1%, -21%, -16%, 14µM*, -12%, -3%, -25%
O=C(COC(=O)c1ccc[nH]c1=O)NC1CCCCC1
  x, 6%, 4%, 3%, x, x, 4%, -18%

Some of the compounds tested (hit frequency here may not be typical).
